Peg3 imprint – induces erasure of genomic imprints in mouse ES cells | mouse ES Peg3-LacZ reporter, beta-gal luminescence, 40 h | Potency, µM (highest dose often 60.7 µM), inactives show top-dose activity change, positive = activation, hits mostly activators | actives 0.02% (n = 110,000);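 note: 0% = negative control wells on the plate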
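Imprint erasure is scored as LacZ activity from the silenced maternal Peg3 allele in feeder-free female ES cells cultured 40 h with LIF. Luminescence is normalized to in-plate negative controls and fitted to the Hill equation.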
p53ts 32C kill – p53ts cell cytotoxicity, permissive temperature | H1299-p53A138V at 32C, ATP luminescence viability, 24 h | actives 0.93% (n = 130,000) | Potency, µM (highest dose often 46.1 µM), for inactives: top-dose activity change, negative = cytotoxicity, most hits filed as cytotoxic;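 note: 0% = DMSO and -100% = full killing by reference compound; nearly all actives have a fitted effect of over 55% in size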
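ATP-content luminescence (ATPlite) read-out after 24 h compound exposure at 32C in H1299-p53A138V cells (600/well). Tested up to 46 uM. Normalized to DMSO (0%) and 100 uM tamoxifen (100% killing); Hill-fit AC50.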
IkB signaling – IkB pathway inhibition in ABC-DLBCL cells | Potency, µM (highest dose often 57.1 µM), for inactives: top-dose IkBa stabilization activation | ABC-DLBCL IkBa-CBG/CBR dual luciferase ratio, 4 h; response scale: scaled: untreated 0%, proteasome inhibitor 100% | AID 445 | actives 0.04% (n = 110,000); active = well fitted curve in the direction sought with a large enough effect in the signal ratio, not every such curve was filed as active; inconclusive = small, poorly fitted or top-dose-only effect, or a change in a side signal; the % refers to the signal ratio;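 note: the direction sought is a rising ratio; 0% = basal untreated cells and 100% = reference inhibitor full response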
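In this assay, an IκBα–CBG68 fusion accumulates when IKK-driven degradation is blocked; native CBR normalizes for cell number. OCI-Ly3 cells were treated 4 h with compound and doxycycline, then green and red light read after Chroma-Glo addition.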
p53ts 39C tox – cytotoxicity in p53ts cells at nonpermissive temperature | Potency, µM (top dose mostly 46.1 µM), inactives show at the top dose activity change, negative = cell killing, actives largely listed as cytotoxic | H1299-p53A138V viability at 39C, ATP luminescence, 24 h | actives 1.5% (n = 130,000) | AID 902; note: nearly all actives have a fitted effect of over 55% in size
* = called active by the depositor; ? = inconclusive; . = no result given; [ ] = remark or other dose. Unless noted, calls come from the whole dose curve; as a rule, active = well fitted curve in the direction sought with a large enough effect; inconclusive = small, poorly fitted or top-dose-only effect, or another doubt; inactive = no such curve, though single readings can be large; an effect the other way counts as inactive or inconclusive. Unless noted, % is set by controls: 0 for no effect and ±100 for the full control effect; potency is the fitted concentration of half-maximal effect. An unsorted share of the library; any-hit rate near 1.7%.

no. | smiles | Peg3 imprint | p53ts 32C kill
1 | COc1ccc(NC(=O)c2cc(C3CC3)nc3c2c(C)nn3-c2ccccc2)c(OC)c1 | ? | 0%
2 | CCOCCn1ccc2c(OCC(=O)Nc3ccc(C(N)=O)cc3)cccc2c1=O | ? | -3%
3 | C=CCN=C1CC(C)(C)CC(=O)/C1=C(/O)CCC(=O)OC | 0% | -3%
4 | COc1ccc(NC(=O)Cc2cccs2)c(OC)c1 | -4% | 5%
5 | COCCCNC(=O)c1ccc2c(c1)nc(C)n2-c1cccc(C)c1 | 8%[10.9 µM] | 2%
6 | OC[C@H]1O[C@@H](n2cnc3c(NCCc4ccccc4)ncnc32)[C@H](O)[C@H]1O | -21% | 11%
7 | COc1ccc(CCNC(=O)CSc2nc(C)nc3c2oc2ccccc23)cc1OC | -5% | 1%
8 | CC(=O)C(Sc1ccc2nnc(-c3ccncc3)n2n1)C(C)=O | -16% | 8%
9 | CC(C)(CCC(C)(C)c1ccccc1)c1ccccc1 | 11%[10.9 µM] | -5%[9.22 µM]
10 | Cc1oc2ccc(OCC(N)=O)cc2c1C(=O)OC(C)C | -5% | 3%
11 | COc1ccc(NC(=O)Cn2cnc3c(cnn3-c3ccc(C)c(C)c3)c2=O)c(OC)c1 | 1% | -18%
12 | CCCNC(=O)CCC(NS(=O)(=O)c1ccc(C)cc1)C(=O)NCCC (stereo unspecified) | -8% | 12%
13 | COc1cccc(NC(c2nnc(-c3ccccc3)o2)c2ccc(F)cc2Cl)c1 (stereo unspecified) | -6%[10.9 µM] | 12%
14 | O=C(CN1C(=O)NC2(CCc3ccccc32)C1=O)c1ccc2c(c1)OCCO2 (stereo unspecified) | -8% | -12%
15 | COc1ccc(C2NC(=O)NC(C)=C2C(=O)OCc2ccc3c(c2)OCO3)cc1OC (stereo unspecified) | . | 8%

no. | IkB signaling | p53ts 39C tox
1 | -1.6% | 9%
2 | -1.4% | -1%
3 | 2.5% | -6%
4 | 1.1% | 9%
5 | -1.3% | -13%
6 | . | -12%
7 | 5.1% | 9%
8 | -2.1% | 15%
9 | 0.8%[11.4 µM] | -1%[9.22 µM]
10 | -2.5% | -18%
11 | 0.2% | -25%
12 | -1.7% | 10%
13 | ? | -12%
14 | 0.4% | -15%
15 | . | -23%

The listing continues.
no. | smiles | Peg3 imprint | p53ts 32C kill
16 | COc1cccc(-n2nnc3c(=O)n(Cc4c(F)cccc4Cl)cnc32)c1 | -1% | 8%
17 | Cc1csc2nc(-c3cccc(NC(=O)c4cccc(F)c4)c3)cn12 | 19%[10.9 µM] | ?
18 | COC(=O)[C@@H]1C[C@@]2(O)[C@@H](O)[C@@H](O)[C@@H](O)C[C@H]2N1Cc1ccc(Cl)cc1 | -2% | 14%
19 | O=C(NC(Cc1c[nH]c2ccccc12)c1nnc2n1CCCCC2)c1cccs1 (stereo unspecified) | -7% | 5%
20 | COc1ccccc1N1CCN(CC(O)COc2ccc(C)cc2C(C)(C)C)CC1 (stereo unspecified) | -13%[10.9 µM] | -24%
21 | COC(=O)C1=C(C)NC(=O)C1(NC(=O)c1cccnc1)C(F)(F)F (stereo unspecified) | -3% | -2%
22 | COc1cc(OC)c(-c2nnc(-c3ccc(OC)c(OC)c3OC)o2)cc1OC | -10% | 2%
23 | COc1ccccc1CNC(=O)Cn1c(=O)oc2ccccc21 | -9%[10.9 µM] | -1%
24 | CC(=O)c1ccc(NC(=O)CCc2c(C)nc3c(c(C)nn3-c3ccc(C)cc3)c2C)cc1 | -11%[10.9 µM] | -7%
25 | COc1ncc2nc(-c3ccc(F)cc3)c(=O)n(CCc3ccccc3)c2n1 | -3% | 7%
26 | CCn1cc(SCC(N)=O)c2ccccc21 | -15% | 10%
27 | COc1ccc(-n2nc3c(N4CCCC(C(=O)NCc5cccc(F)c5)C4)nnc(C)c3c2C)cc1 (stereo unspecified) | -14%[10.9 µM] | -10%
28 | COCCCNC(=O)CCn1c(=O)c2ccccc2n(CC(=O)Nc2cc(Cl)ccc2OC)c1=O | 13%[10.9 µM] | 8%
29 | CC(C)(C)NC(=O)C(Cc1ccccc1)NS(=O)(=O)c1cccc2nsnc12 (stereo unspecified) | -14% | 2%
30 | O=C(NCCc1ccccc1)C1CCCN(S(=O)(=O)c2cnc[nH]2)C1 (stereo unspecified) | 7% | 1%

no. | IkB signaling | p53ts 39C tox
16 | 1.1% | -4%
17 | ? | ?
18 | . | 15%
19 | 0.7% | -12%
20 | ? | 25µM*
21 | -1.6% | -5%
22 | -0.2% | -3%
23 | ? | 18%
24 | ? | -24%
25 | 0.1%[11.4 µM] | -4%
26 | 1.0% | 14%
27 | ? | 0%
28 | 4.0% | 28%
29 | 0.5% | -4%
30 | -2.4% | -4%

New compounds follow.
no. | smiles | Peg3 imprint | p53ts 32C kill
31 | O=C(CSc1nnc(-c2cccnc2)n1CCc1ccccc1)N1CCCCC1 | -10% | -13%
32 | COCCc1nn2c(=O)cc(COC(=O)COc3ccccc3C)nc2s1 | -13%[10.9 µM] | 4%
33 | CC(=O)Nc1cccc(NC(=O)CCCC(=O)O)c1 | 7% | -4%
34 | O=C(COc1ccc(Br)cc1)Nc1ccc(-c2nnc(-c3ccco3)o2)cc1 | -17% | 3%
35 | Cc1ccccc1C(=O)Nc1nc2nc(C)c(C)c(=O)n2[nH]1 | -8%[10.9 µM] | -1%
36 | CCOc1ccc(-c2nc3ccccc3c(=O)o2)cc1 | -36%[inhibitor][10.9 µM] | 2.5µM*
37 | CCOC(=O)c1cccc(NC(=O)N2Cc3ccccc3Oc3ncccc32)c1 | -6%[10.9 µM] | -1%
38 | Cc1ccc2cccc(O)c2[n+]1[O-] | -5% | 0%
39 | Cc1ccc(N2CC(C(=O)Nc3ccc(S(=O)(=O)N4CCOCC4)cc3)CC2=O)cc1 (stereo unspecified) | -19% | 16%
40 | CCCCCn1c(CN2CCN(c3cccc(Cl)c3)CC2)nc2c1c(=O)n(C)c(=O)n2C | -12% | 14%
41 | CC1=C(c2ccc(Cl)cc2)S(=O)(=O)N=C1N1CCN(c2cccc(C)c2)C(C)C1 (stereo unspecified) | -7%[10.9 µM] | 7%
42 | O=C1CCCN1CCCNc1ccc(S(=O)(=O)N2CCCCC2)cn1 | -7% | -7%
43 | O=C(Nc1ccc(-c2nc3ccccc3o2)c(O)c1)c1ccccc1 | -2%[10.9 µM] | -1%
44 | COc1ccc(-c2nc3ccc(NS(=O)(=O)c4ccc(C)cc4)cc3o2)cc1 | -12%[10.9 µM] | 31%[activator]
45 | Cn1c(SCC(=O)NCc2cccs2)nnc1-c1ccncc1 | 1% | 6%

no. | IkB signaling | p53ts 39C tox
31 | 0.3% | -8%
32 | -2.1% | -6%
33 | -0.8% | 10%
34 | 0.3% | 8%
35 | 2.8% | 9%
36 | ? | 2.5µM*
37 | ? | -11%
38 | 7.7% | -11%
39 | 0.5% | -4%
40 | 3.7% | -16%
41 | 2.0% | -16%
42 | -0.5% | -3%
43 | -3.0% | -9%
44 | ? | 0%
45 | 0.5% | 4%

Other entries
no. | smiles | Peg3 imprint | p53ts 32C kill
46 | COc1ccccc1Nc1ccc(C(=O)NC2CCCCC2)cn1 | -25% | -27%
47 | Cc1ccc(CN(Cc2ccco2)C(=O)c2ccc(Cl)cc2)o1 | -10%[10.9 µM] | -2%
48 | CN(C)c1nc(N)nc(CSc2nc3cc(Cl)ccc3o2)n1 | -20% | -9%
49 | COc1ccccc1CNC(=O)CSC1=Nc2ccccc2N=C(c2ccc(F)cc2)C1 | -13%[10.9 µM] | 1%
50 | CC1(C)Cc2ccccc2-c2nnc(-c3ccccn3)n21 | -6% | -2%
51 | O=C(NCCc1c[nH]c2ccccc12)c1ccc(S(=O)(=O)NCc2ccco2)cc1 | -5% | -4%
52 | c1ccc(-c2nc3ccccc3o2)nc1 | -68%[inhibitor] | ?
53 | CC1=C(NCCc2ccccc2)CCC1=O | -8% | 4%
54 | COc1ccc(-c2nnc(SCC(=O)N3CCCc4ccccc43)o2)cc1OC | ? | 0%
55 | CN(c1ccccc1)C(c1ccc(F)cc1)c1nnnn1CC1CCCO1 (stereo unspecified) | -13% | 5%
56 | CCn1c(=O)c(C(=O)CN2CC(C)OC(C)C2)c(N)n(Cc2ccccc2)c1=O (stereo unspecified) | -16% | 0%
57 | CN1[C@@H](c2ccccc2)CC(=NO)C[C@H]1c1ccccc1 | -5%[10.9 µM] | 9%[9.22 µM]
58 | N#Cc1c2c(c(N3CCN(CCO)CC3)n3c1nc1ccccc13)CCCC2 | -21% | -1%
59 | CCN(CC)c1ccc2cc(-c3nc(-c4ccc(OC)cc4)cs3)c(=O)oc2c1 | . | 8%
60 | CS(=O)(=O)N1CCc2cc(C(=O)N3CCN(c4cccc(Cl)c4)CC3)ccc21 | -9%[10.9 µM] | -2%

no. | IkB signaling | p53ts 39C tox
46 | -0.7% | -17%
47 | -0.4% | -23%
48 | -2.2% | 10%
49 | ? | -10%
50 | -0.1% | 3%
51 | ? | 2%
52 | -0.6% | ?
53 | 3.9% | -1%
54 | -0.1% | 3%
55 | 5.3% | -11%
56 | -1.1% | 8%
57 | -0.3%[11.4 µM] | -10%[9.22 µM]
58 | -4.1% | 9%
59 | . | -11%
60 | ? | -29%

Other compounds:
no. | smiles | Peg3 imprint | p53ts 32C kill
61 | O=C(O)CSc1nnc(-c2ccccc2)o1 | -55%[inhibitor] | 6%
62 | COc1ccc(NC(=O)C2CCCNC2)cc1OCC(C)C (stereo unspecified) | -23% | -11%
63 | Cc1cc(C)c(NC(=O)C2CCN(C(=O)N3CC(C)Oc4ccc(Cl)cc43)CC2)c(C)c1 (stereo unspecified) | 19%[10.9 µM] | 28%
64 | O=C1[C@H]2[C@H]3[C@H](O)[C@H](O)C/C(=N/OC[C@@H](O)COCc4ccco4)[C@@H]3CC[C@@H]2C(=O)N1C[C@@H]1CCCO1 | . | -3%[9.22 µM]
65 | CN1CC2CCCC3(C1)C(=O)NC1(CCCCC1)N=C23 (stereo unspecified) | -9% | 3%
66 | COc1ccc(C(=O)Nc2ccc(N3CCN(c4ccccc4)CC3)c(C(=O)O)c2)cc1 | -17%[10.9 µM] | 12%
67 | COc1ccc(-n2nnc3c(SCC(=O)NCC4CCCO4)ncnc32)cc1 (stereo unspecified) | . | 7%
68 | COC(=O)c1cc(S(=O)(=O)N2CCN(c3ccc(OC)cc3)CC2)c[nH]1 | -11%[10.9 µM] | -1%
69 | O=C(OCc1cc(=O)n2nc(-c3cccs3)sc2n1)c1cccc(F)c1 | -16%[10.9 µM] | 3%
70 | COc1ccc(CSc2nc3ccncc3n2CC(=O)Nc2cc(C)cc(C)c2)cc1 | 7%[10.9 µM] | ?
71 | CCOC(=O)c1cc(-c2ccccc2)n(CCC(=O)Nc2cc(OCC)ccc2OCC)c1C | -15%[10.9 µM] | 15%
72 | CC1=Nn2c(nnc2-c2ccccc2F)SC1 | -6% | 0%
73 | Cc1ccc(CSc2nc3ccc(NC(=O)C(C)C)cc3s2)cc1 | 12%[10.9 µM] | -12%
74 | O=C(CCSCc1cccc(F)c1)NCc1ccccc1 | -11%[10.9 µM] | 3%
75 | COc1ccccc1C(=O)Nc1cc(-c2cccc(Br)c2)nn1-c1ccccc1 | -4%[10.9 µM] | -11%
76 | CCn1cc(S(=O)(=O)c2ccccc2)c(=O)c2cc(C)ccc21 | -3%[10.9 µM] | -5%
77 | O=C(OCc1ccc(F)cc1Cl)c1ccccn1 | -6% | 5%

no. | IkB signaling | p53ts 39C tox
61 | -1.4% | -8%
62 | 0.4% | 3%
63 | ? | -13%
64 | . | 12%[9.22 µM]
65 | -0.6% | -3%
66 | 1.3% | -15%
67 | . | 47%[activator]
68 | ? | 2%
69 | 0.0% | -17%
70 | 4.8% | ?
71 | -1.3% | -17%
72 | 4.0% | 16%
73 | 1.2% | -6%
74 | -0.7% | ?
75 | ? | -12%
76 | 2.0% | -14%
77 | 4.1% | -8%

An excerpt from above, limited to IkB signaling, Peg3 imprint and p53ts 32C kill.
entry	SMILES	IkB signaling	Peg3 imprint	p53ts 32C kill
73	Cc1ccc(CSc2nc3ccc(NC(=O)C(C)C)cc3s2)cc1	1.2%	12%[10.9 µM]	-12%
74	O=C(CCSCc1cccc(F)c1)NCc1ccccc1	-0.7%	-11%[10.9 µM]	3%
75	COc1ccccc1C(=O)Nc1cc(-c2cccc(Br)c2)nn1-c1ccccc1	?	-4%[10.9 µM]	-11%
76	CCn1cc(S(=O)(=O)c2ccccc2)c(=O)c2cc(C)ccc21	2.0%	-3%[10.9 µM]	-5%
77	O=C(OCc1ccc(F)cc1Cl)c1ccccn1	4.1%	-6%	5%

High-throughput results (PubChem)
